Screens: PubChem BioAssay, several laboratories
HSP90 refold inh: HSP90 inhibitors, primary screen, cell lysate, luminescence | Heat shock protein HSP 90 (rabbit reticulocyte lysate; luciferase refolding) | Rabbit reticulocyte lysate, luciferase refolding luminescence, 3 h | inhibition, % at 5.6 µM | 290,000 compounds, 0.91% hits | AID 1789, 2009;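 active = inhibition above the screen-wide mean plus 3 SD, computed separately per campaign, cut at about 16% in these data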;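 note: 0% = DMSO wells and 100% = 60 µM geldanamycin wells; inhibitors lower the luminescence because luciferase stays unfolded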
AI-2 QS modul: Vibrio harveyi AI-2 quorum sensing modulators, primary screen, JMH597 strain, luminescence/OD600 ratio; activity change, % at 7.5 µM; AID 2094, 2009; 300,000 compounds, 0.4% hits; Vibrio harveyi JMH597 AI-2 luminescence/OD600 ratio, 9 h; active compounds read low; strain lacks LuxN and CqsS sensors; 0 = neutral-control median; in the data active = activity change below about -75%, passing the limit was not always enough; inconclusive = no clear call, values can overlap the other calls;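 note: luminescence divided by OD600 gain over 9 h not by final OD600 alone; inactives centre near 13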
PolyA inh: polyadenylation inhibitors in yeast reporter cells, primary screen, luminescence, S. cerevisiae | S. cerevisiae SKY197-pL101 polyadenylation reporter, beta-gal luminescence; efflux-impaired pdr1/pdr3 knockout yeast; score 100 = 6 SD above DMSO | calls only at 12 µM | 300,000 compounds, 0.02% hits | AID 1875, 2009;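 active = lowest replicate activity score at least 50, where 100 means six control SD above control mean; inconclusive = lowest score under 50 but half or more replicates reach 50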;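 note: yeast exposed to compound for 9 h at 30 °C; higher score means more reporter readthrough which indicates perturbed polyadenylation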
HSF1 inhib: HSF1 inhibitors in luciferase reporter cells, primary screen, cell-based, NIH3T3, luminescence | 300,000 compounds, 0.77% hits | activity change, negative = inhibition, % at 7.5 µM (by protocol) | NIH3T3-HGL HSE-luciferase, MG132-induced, luminescence 8 h; active compounds read low;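 active = more than half of replicate wells show activity change below -50%, luminescence cut by over half; inconclusive = some wells, but at most half, below -50%; inactive = no replicate well below -50%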;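 note: luciferase reports HSF-1 transcriptional activity via heat shock element; 0% = median of DMSO wells and -100% = zero luminescence signal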
Platelet DG rel: inhibitors of platelet dense granule secretion, primary screen, cell-based, MLPCN, human platelets; inhibition, %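 (compounds screened at 7.5 µM in platelet-rich plasma)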; AID 1663, 2009; 300,000 compounds, 0.22% hits; human platelet-rich plasma, SFLLRN dense granule ATP release, luminescence;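 active = mean replicate score, as percent of positive control, at or above 50; inconclusive = mean below 50 but at least one replicate at or above 50; inactive = mean and every replicate below 50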
HDAC3 inh: HDAC3 deacetylase inhibitors, primary screen, biochemical, fluorescence, cell-free homogeneous. Histone deacetylase 3 (Homo sapiens), O15379. recombinant HDAC3, fluorogenic peptide/trypsin coupled. inhibition, % at 8.3 µM. 320,000 compounds, 0.15% hits. AID 2718, 2010; in the data active = inhibition above about 26%, passing the limit was not always enough; inconclusive = no clear call, values can overlap the other calls
Target sequence (O15379 whole entry, looked up): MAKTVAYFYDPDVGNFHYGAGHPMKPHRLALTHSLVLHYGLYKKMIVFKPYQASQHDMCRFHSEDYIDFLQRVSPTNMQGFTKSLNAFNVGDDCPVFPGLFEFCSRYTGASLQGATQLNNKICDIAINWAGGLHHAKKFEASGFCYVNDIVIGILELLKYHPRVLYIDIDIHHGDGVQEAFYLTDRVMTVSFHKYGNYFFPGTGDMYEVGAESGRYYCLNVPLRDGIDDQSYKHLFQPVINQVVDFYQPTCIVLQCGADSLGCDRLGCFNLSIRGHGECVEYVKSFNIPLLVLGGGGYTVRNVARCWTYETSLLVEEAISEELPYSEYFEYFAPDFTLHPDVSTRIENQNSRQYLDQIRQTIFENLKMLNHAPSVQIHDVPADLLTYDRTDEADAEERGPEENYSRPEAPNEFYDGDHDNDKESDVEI
Dyrk1A ADPGlo: rat Dyrk1A kinase inhibitors, primary screen, biochemical, single point, plate reader; 310,000 compounds, 0.43% hits; AID 504441, 2011; ADP-Glo luminescence, NFATc1 peptide; inhibition, % at 12.5 µM; Dual specificity tyrosine-phosphorylation-regulated kinase 1A (Rattus norvegicus), Q63470; in the data active = inhibition above about 50%;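 note: plate controls were vehicle with enzyme for no effect and no enzyme for full effect; many of its hits are not listed in these tables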
GSK3A inh: blockers of GSK3A enzyme activity – biochemical, luminescence, cell-free homogeneous, HTS, primary screen; 320,000 compounds, 0.1% hits; inhibition, % at 10 µM; GSK-3 alpha kinase, ADP-Glo luminescence, 60 min; Glycogen synthase kinase-3 alpha (Homo sapiens), P49840; AID 2650, 2010;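 in the data active = inhibition above about 50%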;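 note: GST-tagged GSK-3 alpha with peptide substrate and 25 µM ATP; 0% = DMSO neutral wells and 100% = GW8510 positive control wells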
Target sequence (P49840 whole entry, looked up): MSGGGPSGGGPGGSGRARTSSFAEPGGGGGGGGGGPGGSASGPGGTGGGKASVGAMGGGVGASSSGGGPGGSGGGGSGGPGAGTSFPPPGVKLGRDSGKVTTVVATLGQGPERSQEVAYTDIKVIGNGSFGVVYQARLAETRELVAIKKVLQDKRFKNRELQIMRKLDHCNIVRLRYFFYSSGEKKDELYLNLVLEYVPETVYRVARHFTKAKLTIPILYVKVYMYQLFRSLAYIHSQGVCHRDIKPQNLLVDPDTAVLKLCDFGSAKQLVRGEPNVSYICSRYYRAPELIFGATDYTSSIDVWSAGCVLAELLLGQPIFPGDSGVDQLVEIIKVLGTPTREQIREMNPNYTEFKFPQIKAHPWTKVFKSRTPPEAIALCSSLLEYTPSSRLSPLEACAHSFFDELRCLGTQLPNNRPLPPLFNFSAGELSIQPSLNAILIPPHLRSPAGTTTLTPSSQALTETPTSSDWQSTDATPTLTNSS
HSF1 activator: HSF-1 activators, primary screen, NIH3T3-HGL cells, MG132 stress, luminescence, single point; activation, % at 9 µM; 300,000 compounds, 1.7% hits; NIH3T3-HGL HSF-1 luciferase reporter, 8 h; 100% = twice DMSO control signal;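 active = mean replicate activation of at least 50% with a set share of replicates each reaching 50%; inconclusive = only one of those two conditions met; inactive = mean below 50% and too few replicates reaching it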;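 note: 0% = median of the neutral control wells and 100% = twice that signal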
GSK3beta inhib: human GSK3beta kinase inhibitors, primary screen, biochemical, cell-free homogeneous, HTS; 300,000 compounds, 0.038% hits; activity score (negative = inhibition), % at 10 µM; GST-GSK3beta kinase, ADP-Glo luminescence, 60 min; active compounds read low; Glycogen synthase kinase-3 beta (Homo sapiens), P49841;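 active = more than half of replicate wells score below -50%, meaning over 50% inhibition versus plate controls; inconclusive = some replicates but at most half score below -50%; inactive = no replicate scores below -50%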;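 note: 0% = median DMSO wells and -100% = median GW8510 positive control wells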
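Test system: GST-tagged human GSK3beta kinase, cell-free; evaluation: activity score scaled between in-plate DMSO and GW8510 controls; measured by: ADP-Glo luminescence; incubation: 60 min reaction, RT; benchmarks: DMSO and 20 µM GW8510; reagent: peptide substrate plus 25 µM ATP (final); medium: Tris/MgCl2 kinase buffer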
* marks the source's active call; other numbers are inactive results; i = inactive; u = inconclusive; x = not tested or not shown.

SMILES	HSP90 refold inh	AI-2 QS modul	PolyA inh	HSF1 inhib	Platelet DG rel	HDAC3 inh	Dyrk1A ADPGlo	GSK3A inh	HSF1 activator	GSK3beta inhib
Cc1cc(OC(C)C(=O)NCC(O)c2ccccc2)c2c3c(c(=O)oc2c1)CCC3 (stereo not given)	-1	30	i	9	8	-8	2	1	19	-4
O=C(O)Cn1cc(/C=C2\C(=O)NC(=O)N(c3ccc(Cl)cc3)C2=O)c2ccccc21	3	10	i	-7	-1	15	-7	-3	9	-2
Cc1ccc(C)c(NC(=O)CCNC(=O)N2C[C@H]3C[C@@H](C2)c2cccc(=O)n2C3)c1	-3	27	i	-9	0	4	11	-3	5	2
COc1ccc(CNCCc2c[nH]c3ccccc23)cc1OC	0	21	i	-7	-1	3	1	-2	-11	1
COC(=O)C1=C(c2cccc(OC)c2OC)C[C@@H]2CC[C@H]1N2C(=O)NCc1ccco1	x	18	i	-1	7	-6	13	0	-10	-1
COc1cc2c(cc1OC)[C@@H]1C(=O)c3ccc4c(c3O[C@@H]1CO2)C[C@H](C(C)C)O4	2	-11	i	-7	-4	9	6	-6	-1	-3
O=[N+]([O-])c1ccc(N2CCNCC2)cc1N1CCCCC1	10	29	i	-9	3	6	1	1	-8	0
CCC(=NCc1ccco1)c1c(O)n(C)c(=O)n(C)c1=O	2	4	i	-1	-7	0	1	4	-19	-2
O=c1cccc2n1CC1CC2CN(S(=O)(=O)c2cc(Cl)ccc2Cl)C1 (stereo not given)	-3	19	i	0	1	-4	-4	1	13	-2
CC(N=Cc1c(O)n(C2CC2)c(=S)[nH]c1=O)c1ccccc1 (stereo not given)	-1	32	i	5	12	10	0	4	4	-1
CCOC(=O)C1CN(C)CCC1=O (stereo not given)	8	0	i	2	-3	-1	-1	1	14	2
O=C(Cn1cnc2sc3c(c2c1=O)CCCC3)NCCCC(=O)N1CCC2(CC1)OCCO2	2	9	i	0	8	10	8	-4	-16	3
COc1cc(C(=O)Nc2ccc(Br)cc2C(=O)c2ccccc2Cl)cc(OC)c1OC	-5	8	i	2	-4	3	-5	-1	-5	0
OCCOCC#CCN1CCOCC1	-1	13	i	-2	-3	-7	5	x	5	2
C=C1C[C@]2(O)[C@@]3(C)CCC(=O)C(C)(C)C3=C(O)C(=O)[C@@]2(C)[C@@H]2C(=O)O[C@@](C)(C(=O)OC)C(=O)[C@@]12C	11	-11	i	4	-5	-1	2	-2	12	2
CCCCCCC(=O)N/N=C/c1c(O)n(CCc2ccccc2)c(=O)[nH]c1=O	-1	34	i	x	x	3	5	7	x	-2
O=C1NC(=O)N(Cc2ccccc2Cl)C(=O)/C1=C/N1CCOCC1	4	5	i	-1	-2	8	5	5	-4	4
O=C(O)C(Cl)(Cl)Cl	x	11	i	-3	2	-1	x	-3	28	0
CCN(CC)C(=O)c1ccc(N2C(=O)C3CC=C(Cl)CC3C2=O)cc1 (stereo not given)	-2	-3	i	-6	-3	0	2	5	-29	-2
CC(=NCc1ccco1)c1c(O)n(-c2ccccc2C)c(=O)[nH]c1=O	2	15	i	-5	4	1	x	3	1	-15
CC(=O)NC(C)Cc1ccccc1 (stereo not given)	3	13	i	-1	-17	10	-1	-4	-8	-5
CN1CCN(CC(=O)Nc2ccc([N+](=O)[O-])cc2C(=O)c2ccccc2)CC1	5	23	i	-7	-2	2	3	x	-2	-2
CCc1cccc2c(C#N)cn(CC(=O)N3CCOCC3)c12	2	15	i	-6	-3	1	3	-1	4	0
CCC(=Nc1cccc(C(F)(F)F)c1)c1c(O)n(C)c(=O)n(C)c1=O	-1	5	i	2	4	-2	x	-1	-4	-1
CCOc1cc(CNC(C)C(O)c2ccccc2)cc(Cl)c1OCC (stereo not given)	8	3	i	4	0	-3	-2	0	1	-2
COC(=O)C1=C(c2cccc(OC)c2OC)C[C@@H]2CC[C@H]1N2C(=O)N1CCOCC1	x	-2	i	-5	-7	4	8	0	-6	2
FC(F)(F)c1ccc2c(c1)N(CCCN1CCN(CCCl)CC1)c1ccccc1S2	-1	41	i	12	-32	12	0	7	23	-5
CN(C)C(=S)SSC(=S)N(C)C	-4	24	i	-1	-4	1	5	-6	13	6
CCC(C)n1c(O)c(C=NCCN2CCOCC2)c(=O)[nH]c1=S (stereo not given)	-1	16	i	-5	-7	-1	3	4	-3	-2
Clc1ccc(-c2nc3ccc(Cl)cn3c2CN2CCCCC2)cc1	-3	20	i	12	4	4	-7	-3	12	0
CC/C(=N\NC(=O)c1ccccc1)c1c(O)n(Cc2ccccc2)c(=O)[nH]c1=O	4	21	i	-4	-2	-6	x	-3	20	-11
O=C(COc1ccc(Cl)cc1)N1CCN(C2CCCC2)CC1	3	19	i	-7	7	-5	-8	3	-2	0
COC(=O)C(O)(c1ccc(NC(=S)NC(=O)c2ccccc2)cc1)C(F)(F)F (stereo not given)	-1	23	i	-26	-1	-4	4	-4	-31	-5
COc1ccc(-c2[nH]ncc2CNC(C)Cc2ccsc2)c(F)c1 (stereo not given)	1	24	i	2	-1	2	-4	0	-8	-2
COc1ccc(CNC(=O)C(NC(C)=O)C(C)C)cc1OC (stereo not given)	9	16	i	-9	-6	1	9	-1	5	-1
Cc1ccccc1CC(=O)N(CCN(C)C)CC1CCCN(Cc2ccccc2F)C1 (stereo not given)	-5	19	i	0	-5	-7	-8	-1	4	1
CCc1cc(=O)[nH]c(SCCCF)n1	-2	26	i	3	-1	-8	10	4	-5	1
C/C(=N\NC(=O)c1ccccc1)c1c(O)n(Cc2ccccc2)c(=O)[nH]c1=O	2	14	i	6	18	5	x	-2	0	3
CC(C)OC12Oc3ccccc3C=C1N1CCC2CC1 (stereo not given)	-1	10	i	-18	-1	5	1	-2	-6	0
CN=C(SCC(=O)c1cccc(Cl)c1)c1c(O)n(C)c(=O)n(C)c1=O	4	33	i	17	0	u	8	13	49	-15

Random excerpt: five compounds from above, in no set order.
SMILES	HSP90 refold inh	AI-2 QS modul	PolyA inh	HSF1 inhib	Platelet DG rel	HDAC3 inh	Dyrk1A ADPGlo	GSK3A inh	HSF1 activator	GSK3beta inhib
CCOC(=O)C1CN(C)CCC1=O (stereo not given)	8	0	i	2	-3	-1	-1	1	14	2
O=C1NC(=O)N(Cc2ccccc2Cl)C(=O)/C1=C/N1CCOCC1	4	5	i	-1	-2	8	5	5	-4	4
O=c1cccc2n1CC1CC2CN(S(=O)(=O)c2cc(Cl)ccc2Cl)C1 (stereo not given)	-3	19	i	0	1	-4	-4	1	13	-2
CCC(=NCc1ccco1)c1c(O)n(C)c(=O)n(C)c1=O	2	4	i	-1	-7	0	1	4	-19	-2
Cc1ccc(C)c(NC(=O)CCNC(=O)N2C[C@H]3C[C@@H](C2)c2cccc(=O)n2C3)c1	-3	27	i	-9	0	4	11	-3	5	2

The results go on.
SMILES	HSP90 refold inh	AI-2 QS modul	PolyA inh	HSF1 inhib	Platelet DG rel	HDAC3 inh	Dyrk1A ADPGlo	GSK3A inh	HSF1 activator	GSK3beta inhib
CCc1ccccc1NC(=O)CNCc1ccccc1	-2	23	i	4	4	-2	-6	-1	-7	3
Cn1c(O)c(C=NCCc2c[nH]c3ccccc23)c(=O)n(C)c1=O	2	15	i	-6	10	4	0	28	-9	-2
O=C(NCC(c1cccnc1)N1CCN(c2ccc(F)cc2)CC1)Oc1ccccc1 (stereo not given)	-2	14	i	-7	0	0	-5	-2	-2	3
C=CC[N+]1(C)C2CCC1CC(O)C2 (stereo not given)	0	17	i	-6	1	2	1	-1	1	1
O=C(CSc1ccccc1)N1CCC2(CC1)OCCO2	0	6	i	5	-1	0	3	-1	9	1
CN1C(=O)N(C)C(=O)C2(Cc3cc(NC(=O)c4ccccc4)ccc3N3CCCC32)C1=O (stereo not given)	1	6	i	1	-2	-1	3	1	0	-23
COc1cc2c(cc1OC)C(C1c3cc4c(cc3CCN1C)OCO4)OC2=O (stereo not given)	1	14	i	4	-8	9	-1	1	4	-1
COc1ccc(CC(=O)N(C)C2CCCN(Cc3ccccc3F)C2)cc1OC (stereo not given)	-2	8	i	-5	-2	-1	5	-2	16	0
O=C(Nc1ccc(Cl)cc1C(=O)c1ccccc1)c1ccc(Br)o1	0	-2	i	-1	4	0	-4	0	6	-3
CCc1cc(=O)oc2cc(OCC(=O)N3C[C@H]4C[C@@H](C3)c3cccc(=O)n3C4)ccc12	1	4	i	2	0	4	-3	-1	-8	-2
O=C1NCN(c2ccccc2)C12CCNCC2	3	15	i	-6	14	0	-4	-1	11	-2
CN(C)CCNC(=O)c1cccn(Cc2cccc(C(F)(F)F)c2)c1=O	-2	8	i	-9	-1	-10	0	-2	-10	-3
CC(=NCc1ccc2c(c1)OCO2)c1c(O)n(-c2ccc(C)cc2)c(=O)[nH]c1=O	0	9	i	0	-11	-5	x	-1	-7	-3
CCN(CCNc1ccc([N+](=O)[O-])c2cccnc12)S(=O)(=O)c1ccccc1	0	9	i	1	-6	x	-9	x	20	0
CC12CCCCC1N(O)CN2O (stereo not given)	-2	21	i	-6	0	-1	3	-3	10	-2

A second format for some results above:
Order of values: HSP90 refold inh, AI-2 QS modul, PolyA inh, HSF1 inhib, Platelet DG rel, HDAC3 inh, Dyrk1A ADPGlo, GSK3A inh, HSF1 activator, GSK3beta inhib
C=C1C[C@]2(O)[C@@]3(C)CCC(=O)C(C)(C)C3=C(O)C(=O)[C@@]2(C)[C@@H]2C(=O)O[C@@](C)(C(=O)OC)C(=O)[C@@]12C
  11, -11, i, 4, -5, -1, 2, -2, 12, 2
CCCCCCC(=O)N/N=C/c1c(O)n(CCc2ccccc2)c(=O)[nH]c1=O
  -1, 34, i, x, x, 3, 5, 7, x, -2
O=C1NC(=O)N(Cc2ccccc2Cl)C(=O)/C1=C/N1CCOCC1
  4, 5, i, -1, -2, 8, 5, 5, -4, 4

This is a subset. The share of hits here may be higher or lower than overall.
